Fluor 339 460 = intrinsic fluorescence of library compounds, ex339/em460 – biochemical, MLSMR library, data from DPM-DC assay, artefact control, profiling panel. fluorescence fold increase at 10 µM. actives 5.5% (n = 65,000). compound autofluorescence, ex339/em460 nm, NADH buffer; stronger effect = higher value; 1 = no-compound wells, NADH background;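 active = at 10 µM, mean starting fluorescence two-fold or more over control wells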;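 note: signal is the first read of a kinetic run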
HTR1E antagonist = blocks the human 5-HT1E serotonin receptor. P28566. CHO 5-HT1E Ga15 NFAT-bla reporter, FRET, antagonist. inhibition, % at 6 µM. actives 0.99% (n = 65,000);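 active = inhibition above a set limit, the mean inhibition across every tested compound plus 3 SD, cut at about 29% in these data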;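 note: signal is the 460 over 535 nm emission ratio of beta-lactamase substrate; 0% = agonist plus DMSO wells and 100% = wells without agonist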
A340 absorber = compounds absorbing at 340 nm; compound absorbance at 340 nm, fold over control; AID 708; 65,000 tested, under 10 active; fold change at 10 µM;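 active = at 10 µM dose, initial 340 nm absorbance at least 2 fold that of control wells; inactive = change under 2 fold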;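 note: initial absorbance extrapolated from kinetic A340 decline of NADH oxidation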
S1P3 ag = S1P3 (human) receptor agonism | Q99500 | activation, % at 4.5 µM | S1P3 NFAT-BLA reporter cells, FRET ratio; relative to 1 µM S1P, basal subtracted | AID 373 | actives 0.1% (n = 60,000);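 active = activation above the screen-wide mean plus 3 SD, cut at about 4.5% in these data, passing the limit was not always enough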; note: some compounds called inactive have numbers as strong as hits
Target sequence (Q99500 whole entry, looked up): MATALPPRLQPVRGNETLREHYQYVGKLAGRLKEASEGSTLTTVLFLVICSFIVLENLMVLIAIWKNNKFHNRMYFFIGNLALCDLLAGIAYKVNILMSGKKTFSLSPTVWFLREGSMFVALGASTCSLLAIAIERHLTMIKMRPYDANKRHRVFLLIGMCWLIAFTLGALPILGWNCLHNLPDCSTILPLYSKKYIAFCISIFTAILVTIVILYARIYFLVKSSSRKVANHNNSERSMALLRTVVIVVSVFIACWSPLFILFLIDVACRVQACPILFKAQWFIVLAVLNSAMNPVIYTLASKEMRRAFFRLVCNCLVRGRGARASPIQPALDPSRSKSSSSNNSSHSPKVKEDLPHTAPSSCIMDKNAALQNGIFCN
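Assay system: stable CHO line with human S1P3, Gα16, NFAT-BLA reporter; Detection: FRET β-lactamase substrate fluorescence, excitation 405 nm, 460/535 nm emission ratio, background-subtracted; Read-out: percent activation versus median 1 µM S1P response, basal-subtracted, per plate; Incubation: cells plated overnight, compound 4 h 37 °C, substrate 2 h RT.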
S1P1 ag pot = activates or potentiates agonism at human S1P1 receptor. activation, % at 9.5 µM. actives 0.57% (n = 56,000). S1P1 CRE-bla cells, forskolin, beta-lactamase FRET, potentiator mode; S1P1 agonist co-added at EC20, 2 nM; 100% = saturating reference agonist, 0% = basal. AID 449. P21453;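 active = activation above a cutoff set at the mean activation of all tested compounds plus 3 SD, cut at about 54% in these data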;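 note: forskolin at 4 µM as EC80 and the EC20 agonist is SEW2871; 100% = SEW2871 at its EC100 plus forskolin at EC80; some compounds past the cut are filed as inactive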
Her2 expr inh = lowers expression of human Her2 kinase | P04626 | AID 645 | actives 0.69% (n = 65,000) | SKBR-3 HER2 protein level, AlphaScreen, 18-24 h; stronger effect = lower value | HER2 level % of control, % at 10 µM;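 active = HER2 level under 5% of the carrier-only control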;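 note: 100% = DMSO carrier and 0% = 500 nM PU-H71 HSP90 inhibitor; lower value means stronger loss of Her2 protein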
5HT1a antag = antagonists of human 5-HT1a serotonin receptor; inhibition, % at 10 µM; CHO 5-HT1a Ga15 NFAT-bla reporter, antagonist mode; actives 0.68% (n = 62,000); AID 612; P08908;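 active = inhibition above the mean of all tested compounds plus 3 SD, cut at about 43% in these data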;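 note: receptor stimulated by 5-CT agonist at 100 nM near EC80; beta-lactamase reporter measured by ratiometric fluorescence of a cleavable substrate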
Target sequence (P08908 whole entry, looked up): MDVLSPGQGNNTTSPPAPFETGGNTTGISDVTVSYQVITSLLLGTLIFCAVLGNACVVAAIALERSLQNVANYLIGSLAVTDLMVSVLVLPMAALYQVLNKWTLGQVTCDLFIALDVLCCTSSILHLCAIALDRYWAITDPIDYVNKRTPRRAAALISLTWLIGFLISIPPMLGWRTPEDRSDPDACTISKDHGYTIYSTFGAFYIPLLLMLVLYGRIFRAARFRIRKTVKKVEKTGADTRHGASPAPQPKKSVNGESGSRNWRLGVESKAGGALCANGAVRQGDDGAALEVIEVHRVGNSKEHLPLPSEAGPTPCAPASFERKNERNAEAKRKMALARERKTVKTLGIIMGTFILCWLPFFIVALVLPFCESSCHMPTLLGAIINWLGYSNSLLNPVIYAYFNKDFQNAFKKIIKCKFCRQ
5HT1E ag = 5-HT1E (human) receptor agonism; actives 0.69% (n = 65,000); AID 574; CHO 5-HT1E Ga15 NFAT-bla reporter, FRET; 0% DMSO wells, 100% control agonist wells; activation, % at 6 µM; P28566;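 active = activation above a set limit, the screen-wide mean activation plus 3 SD, cut at about 8.5% in these data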;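 note: 100% = positive control agonist at 1 µM giving full maximal response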
MMP13 inh = blocks human MMP13 activity; P45452; MMP-13 fTHP FRET cleavage, Mca fluorescence; inhibition, % at 4 µM; actives 0.07% (n = 65,000); AID 570;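 active = inhibition above the mean of compound-free control plate wells plus 3 SD, cut at about 14% in these data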;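 note: 0% = DMSO wells and 100% = wells with reference MMP-13 inhibitor after basal subtraction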
* = called active by the depositor; / = not tested or not shown; [ ] = remark or other dose.

SMILES	Fluor 339 460	HTR1E antagonist	A340 absorber	S1P3 ag	S1P1 ag pot	Her2 expr inh	5HT1a antag	5HT1E ag	MMP13 inh
COc1cccc(-c2nn(-c3ccccc3)cc2C(=O)NCC(=O)O)c1	1.1	-8	1	-0.1	/	101	5	1.4	-1
CC(=O)NC(c1ccccc1)c1cccnc1 (configuration not stated)	1	0	1	1.4	-16	184	-7	0.8	-4
CCOC(=O)c1c(C)[nH]c(C=Nc2ccccc2)c1O	1.1	0	1	0.5	-1	71	-9	-0.2	-1
CCN1CCN(c2nc(SC)nc3sc4c(c23)CC(C)(C)OC4)CC1	1.4	-7	0.99	/	/	79	14	0.9	-9
O=C(Nc1cnn(C23CC4CC(CC(C4)C2)C3)c1)c1cnn2c(C(F)(F)F)cc(-c3ccco3)nc12	1.1	14	1	-0.3	/	58	-8	1.0	2
Cc1nnc(NC(=O)CSc2nc3c(c(=O)n2C)SC(C)C3)s1 (configuration not stated)	0.97	-5	1	0.2	-19	99	3	-0.1	-2
CCOc1ccccc1CNC(=O)C1CCC(=O)N1C(C)C (configuration not stated)	1	2	1	0.2	14	81	4	0.0	0
CCN(CC(=O)Nc1cccc(OC)c1)C(=O)C1CCN(C(=O)Nc2ccccc2)CC1	1	-2	0.99	-0.2	0	108	4	-0.7	2
O=C(NC1(C(F)(F)F)NC(=O)N(CC2CCCCC2)C1=O)c1ccco1 (configuration not stated)	1.1	-1	1	-0.7	-3	101	-10	-0.9	3
CCCCOCCCNC(=O)c1ccccc1OCC	1	14	1.1	-1.0	-12	/	7	0.2	4
Cc1ccccc1OCC(O)Cn1c(SC(C)C)nc2c1c(=O)[nH]c(=O)n2C (configuration not stated)	1.1	1	1	-0.5	-2	98	-11	-0.8	0
COc1ccc(NC(C)=O)cc1NC(=O)CN1CCN(CC(=O)Nc2ccc(Cl)cc2)CC1	0.91	-4	0.98	-0.2	-9	71	-2	-0.8	-6
CCOC(=O)c1cccc(NC(=O)CN2C(=O)C3C4C=CC(C4)C3C2=O)c1 (configuration not stated)	1.1	-2	0.98	-0.5	6	91	-12	-0.3	-4
Cc1cc(=O)[nH]c(SCCOc2ccc3c(c2)CCC3)n1	1.2	2	1	-1.4	/	99	9	0.4	3
CCOc1nc(Nc2ccc(-c3nc4ccccc4o3)cc2)nc(N2CCOCC2)n1	4.8*	8	1.1	0.3	-35	61	-10	0.8	-200[fluorescence artefact?]
COc1ccc(/C(O)=C2/C(=O)C(=O)N(Cc3ccco3)C2c2cccs2)cc1 (configuration not stated)	1.1	6	1.1	-4.5	-5	92	/	0.5	4
Cc1ccc(Cn2c(NC(=O)c3ccco3)nc3ccccc32)cc1	1.3	3	1.1	-0.7	-7	32	37	1.6	-12
O=c1c2cc(Cl)ccc2nc2ccc(N3CCCC3)nn12	1.6	8	1.1	-0.7	-8	90	5	-0.4	-22
Cc1ccc(C2C3=C(CCCC3=O)Nc3[nH]c(=S)[nH]c(=O)c32)cc1 (configuration not stated)	1.1	7	1.1	/	/	126	13	-0.2	-2
CN(Cc1ccccc1)C(=O)CNC(=O)Cn1cnc2ccccc2c1=O	1.1	-2	1	-0.9	-24	112	1	-1.0	-2
O=C1C(C=NCc2ccco2)=C(O)c2ccccc21	1.1	3	1.2	-0.8	-23	21	14	-0.3	7
O=C(CCn1c(=O)oc2ccccc21)NCCN1CCOCC1	0.99	3	0.99	0.2	-13	92	-4	0.2	2
COC(=O)C1CCN(C(=O)COc2ccc(Cl)cc2)CC1	1.1	-2	1	-0.1	37	156	-16	0.1	-2
O=C(N1CCCCCC1)N1CCN(C(=O)N2CCOCC2)CC1	1	4	0.98	-0.3	-6	104	7	-0.4	-1
CCCCCC(=O)Nc1ccc(N2CCN(CC)CC2)c(Cl)c1	1.1	-4	1	-1.2	-10	94	2	6.1	-3
Cc1ccc(-c2nnc(-c3ccc(NC(=O)c4ccco4)cc3)o2)cc1	3*	-5	1.1	-0.9	-1	52	-2	0.9	-2
Cc1nn(-c2ccccc2)c(Cl)c1C(=O)N1CCN(c2ncnc3c2cnn3-c2ccccc2)CC1	1.1	56*	0.99	-0.8	28	7	63*	-0.6	-8
Nc1ccc2[nH]ncc2c1	2.3*	1	0.98	-0.1	-12	107	/	0.4	-52
CCC(C)(C)NC(=O)C(c1cccn1C)N(C(=O)Cn1nnc2ccccc21)c1ccc(OC)cc1 (configuration not stated)	1.1	-1	1	0.0	3	57	-7	-0.7	2
O=C(O)c1ccccc1C(=O)Nc1ccccn1	1.1	8	1	0.0	6	87	6	0.6	-1
COC(=O)c1ccccc1NC1c2ccccc2C(=O)N1c1cccnc1 (configuration not stated)	1.3	13	1	-1.0	-24	96	12	-0.9	-6
CC(=O)NC1Sc2ccccc2N=C1c1ccccc1 (configuration not stated)	1	-9	1	-1.0	2	70	8	-2.1	-4
O=C(Cn1ccc2ccccc2c1=O)N1CCN(c2cccc(Cl)c2)CC1	1.2	7	1	0.2	14	83	5	-1.0	0
CCOC(=O)C1CCN(C(C)=C2C(=O)c3ccccc3C2=O)CC1	0.98	3	1	-3.6	9	122	/	-0.7	0
CCOC(=O)c1c(C)n(C)c2cc(OCCN(CC)CC)ccc12	1.2	-1	1	-0.5	/	87	6	0.3	0
CN1C2C=C3C(C#N)=C(N)C(C#N)(C#N)[C@@H](c4cccs4)C3C1CC2 (some centres not stated)	1.1	0	1	1.8	10	83	/	-0.8	-9
CCNc1nc(NCc2ccccc2)nc(Oc2ccc(=O)[nH]n2)n1	2.6*	3	1	-0.3	/	108	-2	-1.1	0
COc1ccc(C2=NOC(C(=O)NCCCN3CCOCC3)C2)cc1 (configuration not stated)	1.1	-7	0.99	-0.2	13	181	5	0.3	-10
O=C1c2ccccc2C(=O)N1CCN1CCc2ccccc21	1.1	4	1	0.5	22	71	/	3.0	2
CC(C)c1ccc(NC(=O)C(c2ccc3c(c2)OCO3)N2CCN(C(=O)c3ccco3)CC2)cc1 (configuration not stated)	1.1	7	1	-1.3	6	73	33	-0.7	2
O=C(Cn1cnc2c(nnn2Cc2ccc(Cl)cc2)c1=O)NCC1CCCO1 (configuration not stated)	1	10	0.99	-1.3	13	107	9	-0.6	-2
Cc1cc(-c2cc(-c3ccc(Cl)cc3)nc(N)c2C#N)co1	2.3*	-27	1	8.0	-87	174	/	7.4	-374[fluorescence artefact?]
CCOc1cccc(C(=O)Nc2nc(-c3ccc(S(=O)(=O)N4CCOCC4)cc3)cs2)c1	1.4	10	1.1	-2.2	-25	68	-8	1.2	0
CC(=O)C1=C(O)C(=O)N(c2cc(C(C)(C)C)on2)C1c1ccc(C(C)C)cc1 (configuration not stated)	1.5	-9	1.1	2.0	6	83	-9	0.1	-11
Cc1cccc(-n2ncc3c(NC4CCCCC4)ncnc32)c1	1.1	9	1	-1.6	39	75	31	0.2	-1
Cc1ccc2oc(=O)c3cnn(CC(=O)N(CCC(C)C)Cc4ccco4)c3c2c1	1.1	-6	1	-1.7	-17	53	20	0.6	6
COc1ccc(C2CC(c3ccc(C)cc3)Nc3ncnn32)cc1 (configuration not stated)	1	3	0.99	0.3	-19	109	17	-0.2	-16
OC1CCCN(Cc2ccc3c(c2)Cc2ccccc2-3)C1 (configuration not stated)	1.1	-10	1	-1.7	-14	83	-8	1.0	4
Cc1oc(-c2ccccc2F)nc1CS(=O)(=O)CC(=O)N1CCN(Cc2ccccc2)CC1	1.1	-3	0.98	-0.2	6	65	-16	0.6	1
O=C(CSc1nc2c(c(=O)n1-c1ccc(F)cc1)SCC2)N1CCCC1	1.1	-1	1.1	-0.7	-8	79	5	0.0	10
COc1ccc(-c2[nH]nc3c2C(c2ccc(OC(=O)N4CCOCC4)cc2)C(C#N)=C(N)O3)cc1 (configuration not stated)	1.1	-1	1	-1.4	-23	104	7	-0.4	2
COc1ccc(Cc2nc(-c3cccs3)no2)cc1OC	1.1	-5	1	-0.1	-16	96	8	0.3	-10
CC1(C)Cc2noc(N)c2C(C)(C)N1O	1.1	11	0.97	-1.1	11	79	4	-0.1	3
CCOC(=O)c1[nH]c(C)c(CCC(=O)OC)c1C	1.1	8	1	-0.6	-22	111	-7	0.3	0
O=C(Nc1ccc2nn(-c3ccccc3)nc2c1)c1cccs1	1.9	5	1.1	0.6	40	121	-9	-1.0	-5
CCCc1c(C)c2ccccc2[nH]c1=O	1.1	16	1	-0.6	/	91	-3	-1.3	5
O=c1cc(O)nc(SCc2ccccc2)[nH]1	1	-1	1	-0.3	/	133	-3	1.0	2
C=CCn1c(O)c(C(CC)=Nc2ccccc2NC(=O)CC)c(=O)[nH]c1=O	1.1	5	1	-0.2	-8	96	4	1.6	3
O=C(Cc1ccc(F)cc1)Nc1c2c(nn1-c1cccc(Cl)c1)CS(=O)C2 (configuration not stated)	1.1	0	1	-1.3	24	115	22	-1.3	2
Fc1ccccc1N1CCN(Cc2nc(-c3ccc(Cl)cc3Cl)no2)CC1	1.1	4	1	-0.5	/	123	16	-0.1	2

One compound at a time (already shown). Order of screens: Fluor 339 460 | HTR1E antagonist | A340 absorber | S1P3 ag | S1P1 ag pot | Her2 expr inh | 5HT1a antag | 5HT1E ag | MMP13 inh
Cc1cccc(-n2ncc3c(NC4CCCCC4)ncnc32)c1 is entered as 1.1 | 9 | 1 | -1.6 | 39 | 75 | 31 | 0.2 | -1
CCC(C)(C)NC(=O)C(c1cccn1C)N(C(=O)Cn1nnc2ccccc21)c1ccc(OC)cc1 (configuration not stated) is entered as 1.1 | -1 | 1 | 0.0 | 3 | 57 | -7 | -0.7 | 2

The listing continues:
SMILES	Fluor 339 460	HTR1E antagonist	A340 absorber	S1P3 ag	S1P1 ag pot	Her2 expr inh	5HT1a antag	5HT1E ag	MMP13 inh
Cc1nnc2n(-c3ccccc3)c(=O)c3c4c(sc3n12)CC(C)CC4 (configuration not stated)	1.1	-11	1.1	-3.1	-1	94	/	-0.1	-2
COc1ccc(CN2C(=O)CN=C2Nc2cc(C)ccc2C)cc1	0.74	0	1	/	/	86	9	-1.0	5
CCOC(=O)N1CCN(c2ncnc3c2cnn3-c2ccc(OC)cc2)CC1	1.1	-6	1	-4.1	-12	61	/	0.6	-9
CCOC(=O)CC(=O)Nc1ccc(Br)cc1C(=O)O	1.1	-3	1	0.0	-17	57	-5	0.1	-12
Cc1oc2c(CN(C)C)c(O)ccc2c(=O)c1-c1cscn1	4.9*	-1	1.1	-1.3	4	73	3	0.3	-66[fluorescence artefact?]
Cc1cc(C(=O)Nc2nnc(C(F)(F)F)s2)no1	1	8	1	0.2	9	93	-3	-0.7	-3
CCOCCCNS(=O)(=O)c1ccc2c(c1)oc(=O)n2CC(=O)OCC	1	-1	1	0.1	10	84	-4	0.1	3
Cc1ccc(N2CC(C(=O)Nc3ccc4c(c3)OCO4)CC2=O)cc1 (configuration not stated)	1.1	5	0.98	1.6	7	109	4	-1.2	-2
Clc1ccc(CN2C3=NCCCN3c3ccccc32)cc1	1.2	-19	1	-0.6	-13	108	14	-0.4	-2
CCOc1ccc(-c2csc(NC(=O)C3CCCO3)n2)cc1 (configuration not stated)	1.1	-14	1	-0.6	-4	94	-17	-0.5	4
COc1cc(C(=O)NCC(c2ccco2)N2CCCC2)ccc1OCc1c(C)noc1C (configuration not stated)	1.1	7	1.1	/	/	/	7	-1.6	2
